High-throughput results as filed in PubChem BioAssay.
HTRA1 inh: HTRA1 serine protease inhibitors, primary screen, biochemical, fluorescence polarization, HTS; Q92743; recombinant HTRA1, FP-rhodamine activity-based probe; inhibition, % at 5.96 µM; 0.5% of 340,000 active; in the data active = inhibition above about 36%;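 note: 0% = enzyme with DMSO and 100% = wells lacking enzyme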
Target sequence (Q92743 whole entry, looked up): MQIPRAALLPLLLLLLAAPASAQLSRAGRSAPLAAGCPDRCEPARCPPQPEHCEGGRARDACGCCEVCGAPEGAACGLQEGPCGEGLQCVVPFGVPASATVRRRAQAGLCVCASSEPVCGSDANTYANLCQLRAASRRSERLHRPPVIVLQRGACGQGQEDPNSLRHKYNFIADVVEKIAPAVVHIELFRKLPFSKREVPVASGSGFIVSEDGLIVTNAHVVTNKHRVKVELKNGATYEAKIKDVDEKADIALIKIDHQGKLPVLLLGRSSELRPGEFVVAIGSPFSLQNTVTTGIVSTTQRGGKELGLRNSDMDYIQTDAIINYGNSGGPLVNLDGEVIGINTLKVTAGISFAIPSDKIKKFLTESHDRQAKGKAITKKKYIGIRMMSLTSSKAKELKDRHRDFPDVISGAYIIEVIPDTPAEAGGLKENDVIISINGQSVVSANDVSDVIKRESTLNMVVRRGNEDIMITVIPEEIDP
Rev-erbA mod: modulators of Rev-erb alpha DNA binding, primary screen, biochemical, FITC-DNA, fluorescence polarization, uHTS | activity, % at 10 µM | AID 1259318, 2017 | Rev-erbα–FITC-DNA binding, 90 min | 0.79% of 370,000 active | Nuclear receptor subfamily 1 group D member 1 (Homo sapiens), P20393;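 active = activity above about 14%, limit read from the data; passing the limit was not always enough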;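 note: 0% = DMSO wells with 35 nM protein and 100% = DMSO wells with 750 nM protein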
Target sequence (P20393 whole entry, looked up): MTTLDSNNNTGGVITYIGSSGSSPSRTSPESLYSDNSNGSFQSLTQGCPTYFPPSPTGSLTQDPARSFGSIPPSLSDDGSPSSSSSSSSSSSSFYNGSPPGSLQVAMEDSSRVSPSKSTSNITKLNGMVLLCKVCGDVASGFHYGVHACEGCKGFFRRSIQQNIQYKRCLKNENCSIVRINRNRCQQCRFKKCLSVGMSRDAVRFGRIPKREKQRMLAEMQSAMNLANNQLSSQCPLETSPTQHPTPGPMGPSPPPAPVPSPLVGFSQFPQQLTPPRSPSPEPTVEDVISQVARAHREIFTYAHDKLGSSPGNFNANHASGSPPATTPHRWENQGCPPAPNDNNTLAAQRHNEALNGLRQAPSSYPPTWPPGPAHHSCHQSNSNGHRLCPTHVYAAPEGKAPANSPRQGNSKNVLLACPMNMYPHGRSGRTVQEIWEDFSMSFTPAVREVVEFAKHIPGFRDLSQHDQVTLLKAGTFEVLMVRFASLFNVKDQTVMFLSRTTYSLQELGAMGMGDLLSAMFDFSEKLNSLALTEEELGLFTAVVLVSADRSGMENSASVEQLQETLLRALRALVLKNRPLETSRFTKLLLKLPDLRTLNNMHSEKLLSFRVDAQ
An asterisk follows results filed as active.

HTRA1 inh	Rev-erbA mod	compound
-5	3	COCCn1c(SCC(=O)Nc2nnc(C)s2)nnc1-c1c[nH]c2ccccc12
-13	3	COC(=O)c1ccc(Sc2ccc(F)cc2)c(N)c1
-4	0	COc1ccc(C(=O)N2CCCC(c3nc(-c4cc(OC)c(OC)c(OC)c4)no3)C2)cc1 (stereo unspecified)
-3	0	CCN(C#N)c1nc(NC(C)C)nc(NC(C)C)n1
0	7	Cc1ccc(SCc2cc(=O)[nH]c(/N=C(\N)Nc3ccc(C)c(C)c3)n2)cc1
3	-7	Cc1ccc(CN(Cc2cccnc2)C(=O)CN2C(=O)COc3ccccc32)o1
-30	3	FC(F)(F)c1cccc(Cn2nnnc2-c2cc(Cl)cc(Cl)c2)c1
-24	3	Cc1ccc2nc(-c3ccc(NC(=O)c4ccco4)cc3)[nH]c2c1
-22	-11	CS(=O)(=O)c1ccc2c(c1)SC1=NC(=O)/C(=C/c3ccco3)C(=N)N12
79*	0	Cc1ccc2cc(C3C(C#N)=C(N)Oc4c3ccc3cccnc43)c(=O)[nH]c2c1 (stereo unspecified)
2	4	O=C(NC1CCCCC1)N1CCN(C2CCCCC2)CC1
-15	5	COc1cnc(SCc2ccc(Cl)c(Cl)c2)nc1Cl
-67	3	Cc1ccc(N(Cc2ccc(C(=O)Nc3ccccc3C(=O)NCc3ccco3)cc2)S(C)(=O)=O)cc1C
-30	2	CCOC(=O)c1c(-c2ccc(OC)cc2)csc1NC(=O)CNCc1ccco1
-2	-6	Cc1noc(C)c1C(=O)NCc1cccs1
1	1	CCOc1cccc(/C=C/c2cc(C(=O)O)c3ccccc3n2)c1OC
8	0	COC(=O)[C@H](C)NC(=O)NC1CCCc2ccccc21 (stereo partly specified)
1	6	COc1ccc(CNC(=O)c2cccnc2Sc2ccc(Cl)cc2)cc1
-1	-3	O=C(Nc1nc2c(s1)CCCC2)c1cccnc1
-5	-3	Cc1ccc(S(=O)(=O)N2CCOCC2)cc1C(=O)N(C)CCOc1ccc(Cl)cc1
6	3	CCCc1cc(=O)[nH]c(SCC(=O)Nc2c(C)cccc2C)n1
-3	-3	NC(=O)c1ccsc1NC(=O)COc1ccccc1
1	2	O=C1C(Cl)=C(N2CCOCC2)C(=O)N1c1ccccc1Cl
15	-4	Cc1ccc(C2C(=O)N(C3CCC(C)CC3)CC(=O)N2C2CC2)cc1 (stereo unspecified)
7	1	CC(=O)Nc1ccc(NC(=O)CCC(=O)NCCO)cc1
4	-5	O=C(O)Cn1cccc1C(=O)c1ccccc1
6	-2	CCn1c(Cc2ccccc2)nnc1SCC(=O)NC(C)(C)C
-4	-1	Cc1oc2c(CN3CCCC3)c(O)ccc2c(=O)c1-c1ccccc1
16	0	Cc1cc(NC(=O)NC2(C(F)(F)F)Oc3ccc(Cl)cc3O2)no1 (stereo unspecified)
-1	2	C=CCNC(=O)CN(c1ccc(F)c(Cl)c1)S(C)(=O)=O
7	-1	COc1ccc(-c2noc(C3CCCN(C(=O)c4ccccc4OC)C3)n2)cc1OC (stereo unspecified)
-10	5	Cc1ccccc1OCC(=O)Nc1ccc2c(c1)Cc1ccccc1-2
5	-1	COc1ccccc1NC(=O)CSc1nccc(=O)[nH]1
5	7	CCNC(=S)NNC(=O)Cn1nc(C)cc1C
0	0	OC1=C(O)c2nc3ccccc3nc21
2	0	COC(=O)CNC(=O)/C=C/c1ccc(OC)cc1
0	3	COc1ccc(CCNC(=O)C(=O)NCc2ccc(C)cc2)cc1OC
0	-4	O=c1c2nnn(Cc3ccc(Cl)cc3)c2ncn1Cc1ccc(F)cc1
-10	2	COc1ccccc1C1C2CCCCC2(O)CCN1CC(=O)Nc1ccccc1 (stereo unspecified)
-16	-3	COc1ccc(-n2c(-c3ccccc3)cc3c2CCCC3=O)cc1
7	3	Cn1c(-c2c(N)n(CCc3ccccc3)c3nc4ccccc4nc23)nc2ccccc21
-1	0	O=S(=O)(NC1CCN(Cc2ccccc2)CC1)c1cccc2cccnc12
9	2	NC(=O)CSc1nnc(Cc2ccc3c(c2)OCO3)n1C1CCCCC1
-3	5	CCn1c(=O)n(CCc2ccccc2)c(=O)c2c3c(sc21)CCCC3
-3	-1	COC(=O)c1ccccc1NC(=O)N[C@@H](C)C(=O)OC
-3	2	Nc1nc2ccccc2n1CCN1CCCC1
10	-2	N#Cc1c(NC(=O)c2ccncc2)sc2c1CCC2
-3	-2	Cc1nn(Cc2cccc(C(=O)Nc3ccn(Cc4ccccc4)n3)c2)c(C)c1[N+](=O)[O-]
-4	5	CC(C)NC(=O)Cn1c(=O)c2c(ncn2Cc2ccccc2)n(Cc2ccccc2)c1=O
-13	-5	N#CCSc1nc(Nc2ccc3c(c2)OCO3)c2ccccc2n1

(more compounds)
HTRA1 inh	Rev-erbA mod	compound
28	-32	Cc1cc2nc3ccc(=[N+](C)C)cc-3sc2cc1N
3	2	CCOC(=O)c1ccc(NC(=O)Nc2ccn(C)n2)cc1
-1	-1	COc1cc(-c2ccccc2)nc(N)n1
2	-7	CCOC(=O)c1cc2c(c(CSc3nc4ccccc4c(=O)n3Cc3ccco3)c1)OCOC2
7	-1	COc1ccc(CCN2C(=O)C3C4C=CC(C3C2=O)C2C(=O)N(CCc3ccc(OC)c(OC)c3)C(=O)C42)cc1OC (stereo unspecified)
-5	3	O=S(=O)(Cc1ccc(Cl)cc1)N1CCN(Cc2ccccc2)CC1
6	3	O=C(NC1CCCCCC1)C1c2ccccc2C(=O)N1C1CC1 (stereo unspecified)
-1	-3	CSc1ccccc1C(=O)NCCCOC(C)C
1	-6	CCc1ccc(NCCC(=O)c2ccc(Br)cc2)cc1
-3	-4	CC1=NN(C(=O)c2cccc(Cn3nc(C)c([N+](=O)[O-])c3C)c2)C(O)(C(F)(F)F)C1 (stereo unspecified)
-1	-6	CCCCn1c(SCC(=O)N2CCOCC2)nnc1-c1cccs1
-6	6	Cc1ccc(S(=O)(=O)NCC(=O)NC2CCCCCC2)cc1
2	-1	CCOC(=O)c1ccc(NC(=O)Cn2cccc2)cc1
-2	1	Nc1ccc(S(=O)(=O)NC(=O)c2ccccc2)cc1
-4	3	COc1ccc(C(=O)NCCn2cc(SCC(=O)Nc3nnc(C)s3)c3ccccc32)cc1
1	1	CCn1c(SCC(=O)Nc2ccc(N3CCOCC3)cc2)nnc1-c1ccc(OC)cc1
0	0	CCC(=O)Nc1ccc2nc(SCC(=O)N3CCCC3)sc2c1
-2	2	N#Cc1c(N)nc2c(c1N)CC(=O)N2c1ccc(Cl)cc1
-7	1	Cn1c(=O)c2cc(S(=O)(=O)NCCC(=O)NCCC3=CCCCC3)ccc2n(C)c1=O
-9	0	O=C(COc1ccc(Cl)cc1Cl)NNC(=S)Nc1ccc(F)cc1
5	0	COc1ccc(CNC(=O)C2CCN(C(=O)N(C)C)CC2)c(OC)c1
1	5	COc1ccccc1Cn1c(=S)[nH]c2cc(C(=O)N3CCN(C)CC3)ccc2c1=O
5	2	COc1ccc(N2CCN(C(=O)c3cn(C)c(=O)c4c3c3ccccc3n4C)CC2)cc1
3	-6	COc1cc(CCC(=O)N2CCN(S(=O)(=O)c3ccc(C)c(C)c3)CC2)cc(OC)c1OC
1	-6	N#Cc1nc(Cc2cccc3ccccc23)oc1N1CCOCC1
-3	-1	O=C(NCc1cccs1)c1csc2ccccc12
-17	-4	O=C(Nc1cccc(-c2cn3cccnc3n2)c1)c1ccco1
-3	110*	CCOC(=O)CC(=O)CSc1nc(-c2ccc3c(c2)OCO3)cc(C(F)(F)F)c1C#N
-6	8	CC1Oc2ccccc2N(Cc2ccccc2Cl)C1=O (stereo unspecified)
-1	3	CCc1cc(C(=O)OC)c(NC(=O)c2cc(Br)cs2)s1
0	2	CN(C)/C(CN1CCCCC1)=C1\N=C(c2ccccc2)OC1=O
0	1	N#C/C(=C\c1cc(Cl)ccc1O)C(=O)NC1CCCCC1
-3	-1	CCCc1[nH]nc2c1C1(C(=O)N(CC)c3ccccc31)C(C#N)=C(N)O2 (stereo unspecified)
-5	2	COC(=O)C1C(c2ccccc2)C(C(=O)OCc2ccco2)C1c1ccccc1 (stereo unspecified)
1	-4	CCC(CC)C(=O)Nc1c2c(nn1-c1ccc(OC)cc1)CS(=O)(=O)C2
2	4	Cc1c(NC(=O)c2cc(C(C)C)on2)c(=O)n(-c2ccccc2)n1C
-8	2	CCOc1ccc(NC(=O)CSc2nnc(Cc3cccn3C)n2-c2ccc(OC)cc2)cc1
5	1	CC(NC(=O)c1ccc(Br)s1)C1CCCO1 (stereo unspecified)
4	0	CCn1c(Cc2ccccc2)nnc1SCC(=O)Nc1cc(C)on1
0	-2	Cc1ccc(NC(=O)CCC(=O)NNC(=O)c2cccs2)cc1C
1	0	CCOC(=O)c1c(C)c(C(=O)N2CCCCCC2)c(C)n1CC
-4	3	O=C(CCCn1c(=O)c2sccc2n(Cc2ccc(F)cc2)c1=O)NCc1ccco1
-6	-7	COc1ccc(C(=O)CN2C(=O)c3ccccc3C2=O)c(OC)c1C
1	1	Cc1sc(-n2c(C)cc(/C=N/n3cnnc3)c2C)c(C#N)c1C
-4	-4	CCOC(=O)c1c(C)nc(C)c(C(=O)OCC)c1-c1ccccc1
-3	13	COc1ccc(N2CCN(C(=O)CSc3ncccc3-c3nc4ccccc4[nH]3)CC2)cc1
2	-3	Cc1ccc(C(=O)NC(=S)N2CC(C)OC(C)C2)cc1[N+](=O)[O-] (stereo unspecified)
-3	1	CCc1c(C)nc2ncnn2c1N1CCCC(C(=O)NCCc2ccccc2)C1 (stereo unspecified)
-5	0	COc1cccc(N2CCN(C3CC(=O)N(c4ccc(C)c(Cl)c4)C3=O)CC2)c1 (stereo unspecified)
-2	1	O=C1CC(N2CCN(Cc3ccc4c(c3)OCO4)CC2)C(=O)N1c1ccccc1 (stereo unspecified)

(listing goes on)
HTRA1 inh	Rev-erbA mod	compound
-1	-2	OCCN(Cc1ccccc1)Cc1ccc(F)c(F)c1
2	3	Cc1cccc(C(=O)/C=C2/c3ccccc3CC(C)(C)N2C)c1
0	1	CCCCCC(=O)Nc1ccc(S(=O)(=O)Nc2nccnc2OC)cc1
-2	-3	CCCC(=O)Nc1ccc(C(=O)NNC(=O)c2cccs2)cc1
-3	2	COC(=O)c1ccc(CSc2nc3c(cnn3-c3ccc(F)cc3)c(=O)[nH]2)o1
-1	-3	COc1ccc(C2C(C(=O)O)CC(=O)N2C2CCCCC2)cc1 (stereo unspecified)
1	-4	CCOC(=O)C1C(=O)NC(SCC(=O)OC)=C(C#N)C1c1ccccc1OCC (stereo unspecified)
-7	-4	CC12CCC(C(=O)Nc3ncc([N+](=O)[O-])s3)(OC1=O)C2(C)C (stereo unspecified)
7	2	CCOC(=O)COc1ccc(C(=O)NC2CCCCC2)cc1
-4	-2	COCC(C)NC(=O)c1cc(-c2ccc(OC)c(OC)c2)on1 (stereo unspecified)
6	-6	CCOC(=O)Cc1cc(=O)n2[nH]c(-c3ccccc3)cc2n1
6	0	O=C(c1cc2nc(-c3ccccc3)cc(C(F)(F)F)n2n1)N1CCOCC1
-6	-6	CCOC(=O)CSc1nc2ccsc2c(=O)n1C1CCN(C(=O)OCC)CC1
1	4	CCC(C)C(=O)Nc1cc(C(=O)OC)ccc1C(=O)OC (stereo unspecified)
4	2	Cc1ccc2c(c1)NCC(C(=O)NC1CCCCC1)O2 (stereo unspecified)
0	-5	CCn1c(SCC(=O)NC(C)c2ccccc2)nc2ccccc21 (stereo unspecified)
1	-3	Cc1cccc(-n2c(C)cc(/C=N/NC(=O)c3ccc(CN4CCOCC4)cc3)c2C)c1
9	1	CCn1c(Cc2ccccc2)nnc1SCC(=O)OC(C)C
2	2	COC(=O)CSc1nnc(CNC(=O)c2ccccc2OC)n1-c1ccc(OC)cc1
-2	5	Cc1sc2ncn(CC(=O)N(CC(=O)NC3CCCC3)Cc3cccs3)c(=O)c2c1C
-1	3	COc1ccc(/C=N/n2c(=O)[nH]c3c([nH]c4ccc(C)cc43)c2=O)cc1CN1CCOCC1
-4	4	CCCC(=O)Nc1sc(C)c(-c2ccc(C(C)CC)cc2)c1C#N (stereo unspecified)
1	1	Cc1c(O)c(=O)ccn1C
5	7	O=C(CN1C(=O)COc2ccccc21)N(Cc1cccnc1)Cc1ccccc1F
0	-1	CCOC(=O)C/C(C)=N/NC(=O)c1cccs1

In the list so far, these have a Cl atom.
HTRA1 inh	Rev-erbA mod	compound
-30	3	FC(F)(F)c1cccc(Cn2nnnc2-c2cc(Cl)cc(Cl)c2)c1
-15	5	COc1cnc(SCc2ccc(Cl)c(Cl)c2)nc1Cl
1	6	COc1ccc(CNC(=O)c2cccnc2Sc2ccc(Cl)cc2)cc1
-5	-3	Cc1ccc(S(=O)(=O)N2CCOCC2)cc1C(=O)N(C)CCOc1ccc(Cl)cc1
1	2	O=C1C(Cl)=C(N2CCOCC2)C(=O)N1c1ccccc1Cl
16	0	Cc1cc(NC(=O)NC2(C(F)(F)F)Oc3ccc(Cl)cc3O2)no1 (stereo unspecified)
-1	2	C=CCNC(=O)CN(c1ccc(F)c(Cl)c1)S(C)(=O)=O
0	-4	O=c1c2nnn(Cc3ccc(Cl)cc3)c2ncn1Cc1ccc(F)cc1
-5	3	O=S(=O)(Cc1ccc(Cl)cc1)N1CCN(Cc2ccccc2)CC1
-2	2	N#Cc1c(N)nc2c(c1N)CC(=O)N2c1ccc(Cl)cc1
-9	0	O=C(COc1ccc(Cl)cc1Cl)NNC(=S)Nc1ccc(F)cc1
-6	8	CC1Oc2ccccc2N(Cc2ccccc2Cl)C1=O (stereo unspecified)
0	1	N#C/C(=C\c1cc(Cl)ccc1O)C(=O)NC1CCCCC1
-5	0	COc1cccc(N2CCN(C3CC(=O)N(c4ccc(C)c(Cl)c4)C3=O)CC2)c1 (stereo unspecified)

Only part of the results is shown; the hit share may differ from the screen's.
